Platelet DG rel = platelet dense granule release activity | human platelet-rich plasma, SFLLRN dense granule ATP release, luminescence | inhibition, %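 (compounds screened at 7.5 µM in platelet-rich plasma)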 | 300,000 compounds, 0.22% hits;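 active means mean replicate score, as percent of positive control, at or above 50; inconclusive means mean below 50 but at least one replicate at or above 50; inactive means mean and every replicate below 50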
GSK3 alpha inh = human GSK-3 alpha kinase inhibition | 320,000 compounds, 0.1% hits | P49840 | ADP-Glo luminescence, 60 min | inhibition, % at 10 µM;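 in the data active means inhibition above about 50%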;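 further: GST-tagged GSK-3 alpha with peptide substrate and 25 µM ATP; 0% = DMSO neutral wells and 100% = GW8510 positive control wells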
Target sequence (P49840 whole entry, looked up): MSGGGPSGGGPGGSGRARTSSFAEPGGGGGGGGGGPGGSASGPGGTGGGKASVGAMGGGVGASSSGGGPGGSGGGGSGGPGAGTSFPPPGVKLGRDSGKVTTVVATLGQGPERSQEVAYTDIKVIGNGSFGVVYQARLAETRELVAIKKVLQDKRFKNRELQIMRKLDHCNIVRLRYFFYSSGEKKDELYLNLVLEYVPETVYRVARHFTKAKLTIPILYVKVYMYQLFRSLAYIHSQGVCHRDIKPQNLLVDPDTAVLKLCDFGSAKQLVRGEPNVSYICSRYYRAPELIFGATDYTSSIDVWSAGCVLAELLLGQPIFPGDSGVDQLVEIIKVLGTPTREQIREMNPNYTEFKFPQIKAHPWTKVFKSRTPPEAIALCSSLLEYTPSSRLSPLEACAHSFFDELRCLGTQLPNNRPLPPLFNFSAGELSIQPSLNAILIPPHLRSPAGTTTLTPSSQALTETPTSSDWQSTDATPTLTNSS
HSP90 inh = blocks HSP90-mediated luciferase refolding in reticulocyte lysate; Rabbit reticulocyte lysate, luciferase refolding luminescence, 3 h; 290,000 compounds, 0.91% hits; inhibition, % at 5.6 µM;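 active means inhibition above the screen-wide mean plus 3 SD, computed separately per campaign, cut at about 16% in these data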;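 further: 0% = DMSO wells and 100% = 60 µM geldanamycin wells; inhibitors lower the luminescence because luciferase stays unfolded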
KLF5 inhibitor = kruppel-like factor 5 inhibition | DLD-1 KLF5 promoter-luciferase reporter, luminescence | inhibition, % at 5 µM | 290,000 compounds, 0.23% hits;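 active means inhibition above a per-plate limit of that plate's mean compound inhibition plus 3 SD, cut at about 60% in these data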;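 further: 0% = DMSO wells and 100% = LY294002 at 200 µM; higher means less KLF5 promoter-driven luciferase light; inactives centre near -14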
Dyrk1A ADPGlo = inhibitors of rat Dyrk1A kinase | 310,000 compounds, 0.43% hits | ADP-Glo luminescence, NFATc1 peptide | Q63470 | AID 504441 | inhibition, % at 12.5 µM; in the data active means inhibition above about 50%;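 further: plate controls were vehicle with enzyme for no effect and no enzyme for full effect; many of its hits are not listed in these tables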
aSyn UTR inh = MLPCN primary screen, SNCA 5' untranslated region; alpha-synuclein 5'UTR reporter, inhibitor activity; inhibition, % (tested at 7.5 µM); 300,000 compounds, 0.82% hits; AID 1813; in the data active means inhibition above about 60%; inconclusive means no clear call, values can overlap the other calls;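 further: H4 neuroglioblastoma cells stably carrying SNCA 5'UTR luciferase fusion; 0% = DMSO wells and 100% = positive control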
GSK3beta inhib = blocks human GSK3beta kinase activity. P49841. GST-GSK3beta kinase, ADP-Glo luminescence, 60 min; hits give low values. activity score (negative = inhibition), % at 10 µM. 300,000 compounds, 0.038% hits. AID 2097;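 active means more than half of replicate wells score below -50%, meaning over 50% inhibition versus plate controls; inconclusive means some replicates but at most half score below -50%; inactive means no replicate scores below -50%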;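 further: 0% = median DMSO wells and -100% = median GW8510 positive control wells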
Target sequence (P49841 whole entry, looked up): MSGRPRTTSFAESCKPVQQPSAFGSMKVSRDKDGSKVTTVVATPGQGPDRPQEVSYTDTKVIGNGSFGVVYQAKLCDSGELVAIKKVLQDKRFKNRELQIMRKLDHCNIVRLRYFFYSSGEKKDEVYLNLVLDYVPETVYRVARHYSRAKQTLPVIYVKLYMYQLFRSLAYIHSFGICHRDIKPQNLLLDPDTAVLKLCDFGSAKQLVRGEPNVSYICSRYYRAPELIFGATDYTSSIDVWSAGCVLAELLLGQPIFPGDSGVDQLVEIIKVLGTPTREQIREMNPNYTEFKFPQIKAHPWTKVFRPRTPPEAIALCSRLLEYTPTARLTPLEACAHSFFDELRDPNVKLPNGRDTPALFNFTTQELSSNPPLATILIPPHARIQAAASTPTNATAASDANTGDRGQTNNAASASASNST
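Test system: GST-fused GSK3beta enzyme, cell-free | Quantity: 1.6 ng GST-GSK3beta enzyme per well | Reagent: 25 µM ATP with peptide substrate | Schedule: 60 min enzyme reaction, room temperature | Signal: Luminescent ADP-Glo measurement of ADP formed | Read-out basis: Score relative to plate controls | Control set: DMSO and 20 µM GW8510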
IEC-6 cytotox = kills IEC-6 intestinal cells in KLF5 counter-screen; IEC-6 cytotoxicity, luminescence viability; inhibition, % at 5 µM; 290,000 compounds, 0.78% hits; AID 1825; in the data active means inhibition above about 22%;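 further: 0% = plate median of test compound wells and 100% = cytotoxic reference compound wells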
HSF1 activator = increases HSF-1 driven luciferase reporter signal. NIH3T3-HGL HSF-1 luciferase reporter, MG132, 8 h; 100% = twice DMSO control signal. activation, % at 9 µM. 300,000 compounds, 1.7% hits;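 active means mean replicate activation of at least 50% with a set share of replicates each reaching 50%; inconclusive means only one of those two conditions met; inactive means mean below 50% and too few replicates reaching it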;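 further: 0% = median of the neutral control wells and 100% = twice that signal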
HSF1 inh = HSF1 inhibition; 300,000 compounds, 0.77% hits; activity change, negative = inhibition, % at 7.5 µM (by protocol); NIH3T3-HGL HSE-luciferase, MG132-induced, luminescence 8 h; hits give low values;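 active means more than half of replicate wells show activity change below -50%, luminescence cut by over half; inconclusive means some wells, but at most half, below -50%; inactive means no replicate well below -50%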;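 further: luciferase reports HSF-1 transcriptional activity via heat shock element; 0% = median of DMSO wells and -100% = zero luminescence signal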
An asterisk follows results filed as active; ? = inconclusive; . = no result given. This is a subset; the hit share may differ from the screen's.

Sequence of screens – Platelet DG rel	GSK3 alpha inh	HSP90 inh	KLF5 inhibitor	Dyrk1A ADPGlo	aSyn UTR inh	GSK3beta inhib	IEC-6 cytotox	HSF1 activator	HSF1 inh
CCOc1ccc(NC(=S)Nc2ccc(F)cc2)cc1
→ 0	-1	-1	-35	.	-10	-5	-6	-5	-7
Cc1cc(-c2ccccc2)nc(SCC(=O)N2CCCC2)n1
→ 0	-4	-2	2	-2	-8	3	-2	-8	4
Cc1cccc(NC(=O)C2CC(=O)N(Cc3ccccc3)C2)n1 (stereo not drawn)
→ -3	-3	.	.	6	-2	7	.	-6	1
Cc1ccc(NC(=O)CSCC(=O)NCc2ccco2)cc1
→ 0	-2	.	.	13	9	-2	.	-39	?
COCc1cc(=O)[nH]c(SC)n1
→ 17	1	-1	1	.	-10	-1	-5	-19	-3
COC(=O)C(NS(=O)(=O)c1ccc(F)cc1)c1ccccc1 (stereo not drawn)
→ -1	0	-3	-1	2	7	2	-6	-6	-3
COc1cc(OC)cc(C(=O)NNC(=S)NC(=O)c2cccnc2)c1
→ -3	-3	-6	-7	-3	-31	2	4	24	-3
O=C(Nc1cccnc1N1CCOCC1)c1cc2ccccc2oc1=O
→ 7	2	.	.	5	-33	-2	.	12	4
O=C(Nc1ccc(S(=O)(=O)N2CCCCCC2)cc1)C1CCCO1 (stereo not drawn)
→ 7	-33	-3	-20	-1	-8	-1	2	2	-10
CCc1ccccc1NC(=O)CN(C)C(=O)CSc1nc2cc(Cl)ccc2s1
→ 1	-1	-1	-21	-7	-34	3	2	26	15
N#Cc1c(NC(=O)c2nc3ncccn3n2)sc2c1CCCCC2
→ .	9	65*	-45	-2	.	1	2	.	.
Cc1nnc2c(N3CCN(CCO)CC3)nc3ccccc3n12
→ -3	0	0	-42	-2	11	-2	1	-4	-4
COCCCNC(=S)N1CCN(C(c2ccccc2)c2ccccc2)CC1
→ -8	-2	-1	-10	2	14	-1	-1	-11	0
COCCN1C(=O)c2cc(C(=O)Nc3cccc(F)c3)ccc2C1Nc1cccc(F)c1 (stereo not drawn)
→ 24	-2	4	-8	1	11	0	5	2	7
C#CCOCCOCCOCCNc1nc(N2CCN(C(=O)[C@H](CCCCN)n3cc([C@@H](N)CC(C)C)nn3)CC2)nc(N2CCN(C(=O)[C@H](CCCCN)n3cc([C@@H](N)CC(C)C)nn3)CC2)n1
→ -6	5	-4	-1	0	-17	-7	-3	9	-1
COC(=O)C1=C[C@@H](C(=O)OC)[C@@H]2C3=C(C(=O)[C@]2(C)NC(=O)c2ccccc2)[C@H](C)n2c(=O)n(-c4ccccc4)c(=O)n2[C@@H]3C1
→ 2	-2	.	.	-5	-31	-2	.	-27	-16
Cc1ccccc1NC(=O)Cn1nc(-c2ccc(Cl)s2)ccc1=O
→ 0	0	-3	0	0	-2	4	3	12	1
CCC(=O)Nc1c(-c2ccccc2Cl)c(=O)c2ccccc2n1CC
→ 16	1	-1	-25	1	-7	-3	-4	5	6
Cc1cccc(Cc2nnc(CCC(=O)NCc3ccncc3C)o2)c1
→ 10	0	0	-19	5	-2	1	7	3	-4
C=CCN(C(=O)CNC(=O)c1ccco1)C(C(=O)NC1CCCCC1)c1ccccc1 (stereo not drawn)
→ 0	3	0	-21	-4	-3	2	-7	5	17
COc1ccc(CCNC(=O)C2CCCN(S(=O)(=O)c3cnc[nH]3)C2)cc1OC (stereo not drawn)
→ 1	-2	3	11	-1	-7	1	7	10	5
CN(CC(=O)Nc1ccc(Cl)cc1)C(=O)c1cccc(S(=O)(=O)NCc2ccccc2)c1
→ 7	-1	-1	1	5	14	-1	5	17	8
COc1ccc(OC)c(NC(=O)NCc2ccc(F)cc2)c1
→ -6	-1	-2	-52	-5	4	1	-2	-5	-5
CC(C)CNc1ncnc2c1cnn2Cc1ccccc1Cl
→ -3	-2	-3	-20	-7	6	2	4	-1	-2
Cc1cc(=O)oc2cc(OCC(=O)Nc3cccc(S(=O)(=O)N(C)C)c3)ccc12
→ 7	4	5	-6	-7	5	1	0	-7	-4
COc1cccc(Oc2ccc(OC)cc2C(=O)O)c1
→ -1	-5	-1	-4	.	-14	0	-3	0	-9
CCN(CC)S(=O)(=O)c1cc(NC(=O)C(C)N2CCN(Cc3ccc4c(c3)OCO4)CC2)ccc1C (stereo not drawn)
→ -15	-1	0	-21	0	35	-4	-4	-18	-4
CCCC(=O)N=C1SC2CS(=O)(=O)CC2N1c1ccc(C(C)=O)cc1 (stereo not drawn)
→ -14	-2	-2	11	0	-28	-1	1	7	2
O=C(NCCNC(=O)c1ccc(Cl)cc1Cl)c1ccco1
→ -6	0	2	-78	-5	10	6	-4	3	0
Cc1cc(O)c(C=Nc2ccc(Cl)cn2)c(=O)o1
→ 5	2	5	-25	-10	-11	-25	-4	-1	-11
CC(=O)c1ccc(N(C(=O)Cc2c[nH]c3ccccc23)C(C(=O)NC2CCCCC2)c2cccs2)cc1 (stereo not drawn)
→ 11	-1	3	-58	2	-84	1	-2	32	2
CC(C)(C)c1cc(CCC(=O)Nc2ccncc2)cc(C(C)(C)C)c1O
→ -6	1	-5	-11	.	-9	-1	-2	-3	-9
CCC1Sc2ccc(S(=O)(=O)N3CCN(c4ccccc4)CC3)cc2NC1=O (stereo not drawn)
→ 2	3	4	-41	6	-24	-1	2	-5	-1
CSc1ccccc1C(=O)C1CCCN(C(=O)CCN2CCCO2)C1 (stereo not drawn)
→ 5	-3	-5	-35	-4	2	0	-2	17	-5
Cc1cc(=O)oc2cc(OCC(=O)NCCCn3ccnc3)ccc12
→ 25	1	1	-38	1	-7	-1	2	-2	2
CC(C)C(=O)Nc1cccc(C(=O)Nc2cc([N+](=O)[O-])ccc2F)c1
→ 6	-2	1	-4	-1	-12	-3	6	0	-1
NS(=O)(=O)c1ccc(NC(=S)NCc2ccc(F)cc2)cc1
→ 1	-2	7	-8	-2	9	1	-3	5	3
CCc1c(C(=O)Nc2ccccc2)c(C)[nH]c(=S)c1C#N
→ -2	8	2	-18	6	-18	0	-4	2	-3
CCCN1CCN(CCCNC(=O)CCn2nc(-c3ccccc3)ccc2=O)CC1
→ -1	-1	8	-18	-5	-11	1	0	-7	-2
O=C(N/N=C/c1ccccn1)c1cc(-c2ccc(Br)s2)[nH]n1
→ -1	-3	1	8	-2	-6	0	-6	7	3
Cc1ccc(C)c(Nc2nc3ccccc3n3cnnc23)c1
→ -21	0	0	-25	4	38	-6	-7	1	0
Cc1cccc(S(=O)(=O)Nc2nc3ccccc3nc2Nc2cccc(C(=O)O)c2)c1
→ -3	-9	-2	-40	2	-8	6	-3	-8	-1
O=C(N/N=C/c1ccco1)C1CCCC1
→ 23	-2	2	-29	15	7	3	-1	-1	0
COc1ccc(CN(C)C(=O)c2cc(-c3ccccc3)nc3ccc(C)cc23)c(OC)c1OC
→ 2	-1	2	3	-1	-21	0	8	-16	-5
O=[N+]([O-])c1ccccc1/C=C/c1ccc2ccccc2n1
→ 4	-2	-2	-61	7	-138	.	3	98*	52
Cc1ccc(CNC(=O)CCC2CCCN(C(=O)CCC(F)(F)F)C2)o1 (stereo not drawn)
→ 11	-2	-2	-6	-1	-1	1	1	-4	0
CCc1nc(SCC(=O)NCC2CCCO2)c2c(=O)n(C)c(=O)n(C)c2n1 (stereo not drawn)
→ -3	-1	2	-9	1	1	0	4	1	0
COc1ccccc1NC(=S)NC(=O)Cc1ccc(Cl)cc1
→ -1	0	1	4	2	-1	5	9	6	-4
CCOC(=O)c1cnn(-c2ccccc2)c1NC(=O)CCl
→ 2	-1	-1	-8	-17	-34	-3	20	0	-1
Cc1ccc(Cn2cnc3c(nnn3Cc3ccc(Cl)cc3)c2=O)cc1
→ 3	0	0	-26	1	18	0	-7	11	2
CCC1CCCCN1CCCNC(=O)c1ccc2nc(N3CCC(C)CC3)sc2c1 (stereo not drawn)
→ -1	3	14	12	1	-292	2	11	-54	-41
O=S(=O)(Nc1cccnc1)c1ccc(Br)c2ccccc12
→ -1	-5	-2	-21	12	-6	2	6	-2	5
O=c1[nH]c(=S)n(-c2cccc(Cl)c2)c(O)c1/C=N/N1CCOCC1
→ 1	-1	-2	-6	9	-15	1	4	-2	-3
Cc1c2cnn(CC(=O)NCCCN3CC(C)CC(C)C3)c(=O)c2c(C)n1Cc1ccc(Cl)cc1 (stereo not drawn)
→ -8	-10	-2	19	.	23	-12	-3	5	0
O=C(O)/C=C/c1cccc(NC(=O)Nc2ccc([N+](=O)[O-])cc2)c1
→ -7	-3	3	-10	66*	8	-3	-6	-18	1
O=C(NCc1ccccn1)c1cn(CCc2ccccc2)nn1
→ -7	0	0	-29	-3	-13	.	-2	-37	-16
COc1ccc(CCNC(=O)COC(=O)/C=C/c2cccs2)cc1OC
→ 0	0	1	-12	.	3	1	-4	-14	2
N/C(=N\OC(=O)COc1ccc(Br)cc1)c1cccnc1
→ 2	-2	-5	-3	-8	-55	-1	0	57*	24
COc1cc(OC)c2c(C)cc(=O)oc2c1C(CCN1CCOCC1)c1ccc(N(C)C)cc1 (stereo not drawn)
→ 6	-1	.	.	5	12	0	.	26	3
Cc1nc2ccccc2nc1NS(=O)(=O)c1ccc(N)cc1
→ 1	14	0	-18	9	10	0	2	-2	-5

Next compounds:
Sequence of screens – Platelet DG rel	GSK3 alpha inh	HSP90 inh	KLF5 inhibitor	Dyrk1A ADPGlo	aSyn UTR inh	GSK3beta inhib	IEC-6 cytotox	HSF1 activator	HSF1 inh
CC(C(=O)NC1CCCCC1)N(Cc1ccccc1)C(=O)c1snc(C(N)=O)c1N (stereo not drawn)
→ -9	-1	0	-10	1	-17	2	4	6	0
CCCCNC(=O)CSc1nc2cc3c(cc2c(=O)n1CCC(=O)NCCc1ccc(OC)c(OC)c1)OCO3
→ 1	0	0	-23	.	5	-1	0	13	1
O=C(O)CCCC(=O)N1CCN(c2ncccn2)CC1
→ -5	-1	1	-23	.	16	-4	-6	-2	-3
O=C(CCc1ccccc1)N1CCN(S(=O)(=O)c2cccs2)CC1
→ -8	-2	5	-21	-2	17	2	3	1	0
CCC1Nc2ncnc(N3CCN(c4ccccc4)CC3)c2N(Cc2ccc(Br)cc2)C1=O (stereo not drawn)
→ 1	-2	.	.	-2	4	1	.	4	-1
Cn1c(Cc2ccccc2)n[nH]c1=S
→ 6	0	-5	-1	-3	-1	-5	4	15	-6
COc1ccc(C(=O)/C=C/C(=O)N(CC(=O)NC2CCCCC2)Cc2cccs2)c(O)c1
→ 23	-1	2	15	-2	71*	-2	2	.	.
CC1CCc2sc(C(=O)Nc3ccc(N4CCOCC4)cc3)cc2C1 (stereo not drawn)
→ -4	0	2	30	0	-8	0	4	-10	0
CC(C)Oc1ccccc1NC(=O)CSc1nc2ccccc2c(=O)n1C
→ 2	-3	-2	-12	7	13	-4	5	30	39
COCCNC(=O)c1cc(S(=O)(=O)N2CCOCC2)ccc1SCc1cccc(OC)c1OC
→ -24	.	-1	14	-4	9	0	3	-4	6
Clc1ccccc1-c1nc(/C=N/N2CCOCC2)c2ccccn12
→ -9	.	1	-17	0	11	3	-4	11	-6

Bioassay records as filed in PubChem BioAssay.
